OX1R antag: antagonists of human orexin 1 receptor (OX1R). inhibition, % at 6.6 µM. AID 485270, 2010. 1.8% of 330,000 active. OX1R-expressing cells, FRET antagonist read-out; in the data active = inhibition mostly above about 38%, no sharp cut-off; inactive = mostly below about 40%;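 also: 0% = agonist challenge alone and 100% = reference antagonist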
Target sequence (O43613 whole entry, looked up): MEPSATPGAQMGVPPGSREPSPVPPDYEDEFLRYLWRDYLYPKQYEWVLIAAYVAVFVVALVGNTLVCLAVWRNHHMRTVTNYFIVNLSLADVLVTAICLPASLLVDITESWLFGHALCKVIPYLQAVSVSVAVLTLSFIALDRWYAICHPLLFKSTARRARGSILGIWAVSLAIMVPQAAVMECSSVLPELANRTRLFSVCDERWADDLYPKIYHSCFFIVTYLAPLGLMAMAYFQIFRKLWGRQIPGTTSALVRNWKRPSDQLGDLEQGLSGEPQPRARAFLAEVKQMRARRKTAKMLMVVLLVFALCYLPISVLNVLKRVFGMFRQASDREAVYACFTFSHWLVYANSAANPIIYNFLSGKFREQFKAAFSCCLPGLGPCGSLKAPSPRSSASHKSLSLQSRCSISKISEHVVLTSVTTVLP
STK33 kinase inh: inhibitors of purified STK33 kinase, primary screen, biochemical, ADP-Glo luminescence, homogeneous, cell-free; MBP phosphorylation; 0.073% of 320,000 active; inhibition, % at 10 µM;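 active = inhibition at or above 25%, using the most active replicate where run in duplicate; inactive = inhibition below 25%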
Target sequence (Q9BYT3 whole entry, looked up): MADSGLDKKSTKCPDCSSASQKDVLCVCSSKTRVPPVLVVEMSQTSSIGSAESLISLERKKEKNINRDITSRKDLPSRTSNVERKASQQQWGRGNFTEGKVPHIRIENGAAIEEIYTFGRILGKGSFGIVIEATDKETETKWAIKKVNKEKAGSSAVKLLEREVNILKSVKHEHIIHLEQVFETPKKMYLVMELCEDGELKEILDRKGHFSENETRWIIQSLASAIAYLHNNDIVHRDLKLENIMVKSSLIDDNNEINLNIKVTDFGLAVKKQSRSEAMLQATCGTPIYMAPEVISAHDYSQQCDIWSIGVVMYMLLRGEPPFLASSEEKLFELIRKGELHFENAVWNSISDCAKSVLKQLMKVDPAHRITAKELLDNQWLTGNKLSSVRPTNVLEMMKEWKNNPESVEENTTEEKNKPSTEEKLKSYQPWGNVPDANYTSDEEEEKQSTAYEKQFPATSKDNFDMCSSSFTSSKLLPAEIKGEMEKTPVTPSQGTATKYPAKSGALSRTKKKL
* = called active by the depositor; . = not tested or not shown.

Screens in order – OX1R antag	STK33 kinase inh
O=C(NCC1CCCO1)C12CN(Cc3ccccc3)CC1C(c1cccc([N+](=O)[O-])c1)=NO2 (stereo unspecified)
→ 14.7	-0.7
CCCCc1ccc(NC(=S)N2CCCC2)cc1
→ .	0.4
COc1cccc(C(=O)Nc2cccc(NC(=O)c3ccccc3Cl)c2)c1
→ 15.8	3.0
COc1cccc(NC(=O)NCC2CCN(Cc3ccc(F)cc3)CC2)c1
→ -6.0	-0.1
C=CCOc1cccc(CNn2cn[nH]c2=S)c1
→ 3.5	-1.3
CCOc1ccccc1C(=O)NCC(=O)NCCCSc1ccccc1
→ 47.3	4.7
CCOc1cccc(CN2CCCC(C(=O)Nc3ccc(-c4ccn[nH]4)cc3)C2)c1O (stereo unspecified)
→ 7.7	4.1
COc1ccc(-c2cc(C(=O)N3CCCC3)c3ccccc3n2)cc1OC
→ 17.9	-0.1
Cc1ccc(N(CC(O)CN2CCCC2)S(=O)(=O)c2ccccc2)cc1 (stereo unspecified)
→ 11.5	0.1
O=C(CN1C(=O)CSC1=O)Nc1ccccc1N1CCOCC1
→ 9.2	0.2
Cc1ccsc1C(=O)NNC(=O)c1ccccc1F
→ 1.7	-0.1
O=C(CN1CCN(S(=O)(=O)c2ccc(Cl)cc2)CC1)Nc1ccc(F)cc1F
→ 24.2	-1.8
COCCn1nnnc1C(c1cc2cc(C)ccc2[nH]c1=O)N1CCN(C2CCCCC2)CC1 (stereo unspecified)
→ 15.5	.
CC1C(=O)OC(c2ccc(Br)cc2)C(C)(C)C1=O (stereo unspecified)
→ 5.6	-1.0
Cn1cnc(S(=O)(=O)Nc2ccccc2C(=O)NCC2CC2)c1
→ 6.3	-1.0
Cc1cccc(Nc2c3c(nc4ccccc24)CCC3)c1
→ 38.1	-0.4
Cc1ccc(Nc2ccc(C(N)=O)cc2[N+](=O)[O-])cc1C
→ 18.7	-0.4
COc1ccc(OC)c(-c2cc(C(=O)Nc3c(C)nn(Cc4ccccc4C)c3C)no2)c1
→ 16.4	-0.3
CC(C)c1ccc(Nc2nc(CC(=O)O)cs2)cc1
→ 8.6	-3.0
CCOc1cc(C(=O)Nc2ccon2)cc(OCC)c1OCC
→ 21.2	-2.8
O=C(CCCn1c(SCC(=O)c2ccc(O)c(O)c2)nc2ccccc2c1=O)NCC1CCCO1 (stereo unspecified)
→ 6.0	1.3
Cc1ccc(CSCCNS(=O)(=O)c2ccc(C)cc2)cc1
→ 7.0	-0.4
COc1ccc(CC(=O)n2nc(-c3cccnc3)nc2N)cc1
→ 22.7	-1.9
CCCN1Cc2cccc(C(=O)NCCc3ccccc3)c2C1=O
→ 15.9	0.2
CCCC(=O)N1CC(=O)Nc2ccc(Br)cc2C1c1ccc(F)cc1 (stereo unspecified)
→ -0.1	-1.3
CCn1c(NC(=O)Nc2ccccc2OC)nc2ccccc21
→ 6.3	0.6
CCc1ccc(C(=O)COC(=O)CNC(=O)c2cccs2)cc1
→ 7.2	-0.9
CN(C)CCCNC(=O)c1cc(C(=O)c2ccccc2)c[nH]1
→ 11.1	-0.4
COc1ccccc1CNC(=O)Cc1cc(=O)[nH]c(=O)[nH]1
→ 16.6	-0.8
CCOc1ccc(C(C)C)cc1S(=O)(=O)N1CCOCC1
→ 0.9	-0.5

The listing continues.
Screens in order – OX1R antag	STK33 kinase inh
Cc1c(OCC(=O)C(C)(C)C)ccc2c3c(c(=O)oc12)CCCC3
→ 7.5	0.0
Cc1cc(F)ccc1S(=O)(=O)N1CCCOC1CNC(=O)C(=O)NCc1ccco1 (stereo unspecified)
→ 22.9	-1.5
COc1ccc(C=O)cc1CN1C(=O)c2ccccc2C1=O
→ 13.2	-1.7
Cc1ccc(S(=O)(=O)N2CCCCC2)cc1C(=O)NCCc1ccccc1
→ 7.9	-3.5
COc1ccc(NC(=O)Nc2ccc3c(c2)C(=O)N([C@@H](C)CO)C[C@@H](C)[C@@H](CN(C)S(=O)(=O)c2cccs2)O3)cc1
→ 9.5	0.1
CCOC(=O)c1c(C)[nH]c(=S)c(C#N)c1-c1ccc(Cl)cc1
→ 39.6	-2.0
C=C1SC(=Nc2ccccc2Cl)N(C(=O)c2sc3ccccc3c2Cl)C12CCCCC2
→ 16.7	-1.9
CC(C)C(=O)N(c1ccc(F)cc1)C1C=CS(=O)(=O)C1 (stereo unspecified)
→ 15.2	-0.8
Cc1ccc(CNC(=O)c2cc(=O)c3ccc(C)cc3o2)cc1
→ -11.4	-0.5
COc1ccc(NC(=O)CCCn2c(=O)oc3ccccc32)cc1Cl
→ 15.2	0.9
COc1ccc(N2CCN(Cc3cc(=O)oc4ccc(Cl)cc34)CC2)cc1
→ 16.5	0.6
Cc1cc(NC(=O)CSc2nc3ccccc3c(=O)n2Cc2ccccc2)no1
→ 31.3	0.7
COC(=O)CC1C(=O)NCCN1C(=O)c1ccc(Cl)cc1 (stereo unspecified)
→ 4.0	-0.7
O=C(CSc1nnc(-c2ccc(O)cc2)o1)Nc1ccccc1Br
→ 16.4	0.7
O=C(O)CCC(=O)NNC(=O)c1cccc(Cl)c1
→ 22.0	3.4
Cc1cc2[nH]c(=S)[nH]c2cc1C
→ 15.5	-0.2
O=C(CSc1ccccn1)N1CCN(C(=O)CSc2ccccn2)CC1
→ 12.9	-1.5
O=C(Cn1cc(C(F)(F)F)ccc1=O)NCC1CCCO1 (stereo unspecified)
→ 1.3	-1.3
CC1c2[nH]c3ccccc3c2C[C@H]2C(=O)N(CCCN(C)C)CC(=O)N12 (stereo partly specified)
→ -10.0	0.8
CC(=O)NNS(=O)(=O)c1ccccc1[N+](=O)[O-]
→ 18.6	-0.8
COc1ccc(C(=O)N/C(=C/c2cccnc2)C(=O)N2CCN(C)CC2)cc1OC
→ 12.9	0.7
O=C(/C=C/c1ccccc1)OCC(=O)c1c[nH]c2ccccc12
→ 11.2	-1.6
CC(=O)c1ccc(NC(=O)CCC(=O)OCC(F)(F)C(F)F)cc1
→ 14.5	-0.1
CCOCCCNC(=O)CN1C(=O)CSc2ccc(S(=O)(=O)N3CCOCC3)cc21
→ 10.0	0.0
COC(=O)CN(c1ccccc1[N+](=O)[O-])S(=O)(=O)c1ccccc1
→ 15.9	0.8
Nc1nc(-c2ccc3ccccc3c2)cs1
→ 47.2	0.0
O=C(Nc1ccc(NC(=O)N2CCN(c3ccccc3O)CC2)cc1)N1CCN(c2ccccc2O)CC1
→ 14.3	-0.1
CC1(C)CC(CC(=O)Nc2ccccn2)C(=O)O1 (stereo unspecified)
→ 3.9	-1.2
O=c1[nH]c(SCc2ccc(Cl)cc2)nc2ccccc12
→ 14.7	0.3
CCOc1ccc(OCC(=O)NCCc2nc3ccccc3[nH]2)cc1
→ 6.2	0.1

Random excerpt: 4 compounds from above
Screens in order – OX1R antag	STK33 kinase inh
COc1ccc(C(=O)N/C(=C/c2cccnc2)C(=O)N2CCN(C)CC2)cc1OC
→ 12.9	0.7
CC(=O)NNS(=O)(=O)c1ccccc1[N+](=O)[O-]
→ 18.6	-0.8
Cc1c(OCC(=O)C(C)(C)C)ccc2c3c(c(=O)oc12)CCCC3
→ 7.5	0.0
CCOC(=O)c1c(C)[nH]c(=S)c(C#N)c1-c1ccc(Cl)cc1
→ 39.6	-2.0

Further results.
Screens in order – OX1R antag	STK33 kinase inh
CN(C)S(=O)(=O)c1ccc(C(=O)Nc2nc(-c3ccccc3)c(C(=O)c3ccccc3)s2)cc1
→ 17.9	.
Cc1ccc(C(=O)C(C)OC(=O)c2ccc(Cl)nc2)cc1 (stereo unspecified)
→ 29.4	-1.4
Cc1c([N+](=O)[O-])cc(C(=O)Oc2cccc(C(=S)N3CCOCC3)c2)cc1[N+](=O)[O-]
→ 24.0	-0.4
O=C(O)c1cc2sccc2s1
→ 10.0	-0.7
O=C(N1CCCC1)C12CC3CC(C1)CC(C(=O)N1CCCC1)(C3)C2
→ 8.1	-1.5
CCOC(=O)CN1C(=O)c2ccccc2Sc2ncccc21
→ 14.8	0.8
CC(C)CNC(=O)COc1ncnc2ccccc12
→ 11.5	-1.4
Cn1c(=O)c(C(=O)COC(=O)c2cc(-c3ccco3)nc3ccccc23)c(N)n(Cc2ccccc2)c1=O
→ 27.3	0.5
O=C(NCCN1CCN(C(=O)c2cccs2)CC1)C(=O)Nc1ccc(Br)cc1
→ 7.7	2.6
O=C(c1cc(-c2ccncc2)nc2ccccc12)N1CCN(c2ccccn2)CC1
→ 10.2	-0.3
O=C1CC(c2ccco2)Cc2nc(N3CCN(Cc4ccc5c(c4)OCO5)CC3)ncc21 (stereo unspecified)
→ 24.7	2.6
COC(=O)c1ccccc1NC(=O)Cn1cc2c(n1)CCC(C)C2 (stereo unspecified)
→ 15.3	-0.8
Cc1ccc(C(=O)Nc2ccc(S(=O)(=O)N3CCN(C)CC3)cc2)o1
→ 2.5	0.7
C=CCNc1scc(-c2ccccc2)[n+]1CC=C
→ 12.4	-2.4
COc1ccc(-c2c(C)cc3oc(=O)cc(-c4ccccc4)c3c2C)cc1
→ 15.9	.
Cc1cnc(=O)[nH]c1SCc1cccc(C(F)(F)F)c1
→ 20.3	0.2
CCN1C(=O)[C@H]2[C@@H](c3ccc(-c4cccc(Cl)c4)cc3)N3CCCC[C@@]3(C(=O)OC)[C@H]2C1=O
→ 21.5	-1.0
CC1CCN(c2ccc(N3C(=O)C4CCCCC4C3=O)cc2[N+](=O)[O-])CC1 (stereo unspecified)
→ 3.7	-1.7
O=C(NC1CCCc2ccccc21)C1CCN(S(=O)(=O)c2cccc(C(F)(F)F)c2)CC1 (stereo unspecified)
→ 6.1	-2.9
Cc1ncccc1C(=O)N1CCCC(C(=O)c2ccc3c4c(cccc24)CC3)C1 (stereo unspecified)
→ 26.2	-0.6
COc1ccc(/C=C/C(=O)NC(=S)NNC(=O)c2c(-c3ccccc3)noc2C)cc1
→ -0.6	-2.4
COc1cc(OC)cc(C(=O)Nc2ccc(S(=O)(=O)Nc3cc(C)on3)cc2)c1
→ 5.9	-2.3
CC1CC(C)CN(C2CCCCC2NS(=O)(=O)c2ccc(Cl)cc2)C1 (stereo unspecified)
→ 10.2	-0.5
COCCn1c(SCC(=O)N(C)c2ccccc2)nc2c([nH]c3ccccc32)c1=O
→ 23.6	8.0
O=C(Nc1ncn[nH]1)c1ccc(S(=O)(=O)N2CCOCC2)cc1
→ 17.7	-1.9
N/C(=N/OC(=O)c1ccccc1Cl)c1ncc([N+](=O)[O-])s1
→ 47.4	-1.3
COc1ccc(C(=O)NCCS(=O)(=O)N2CCc3ccccc3C2)c(OC)c1
→ 9.4	-1.8
Cc1cc(C)n2nc(C(=O)OCC(=O)NCc3ccc(F)cc3)nc2n1
→ 1.9	-2.0
COC(=O)c1ccc(N2CCC(c3cc(-c4ccc(OC)cc4)n[nH]3)CC2)c([N+](=O)[O-])c1
→ 27.4	-0.3
O=Cc1c(NCCc2ccc(F)cc2)c2ccccc2[nH]c1=O
→ 13.3	-0.5

Next results
Screens in order – OX1R antag	STK33 kinase inh
Cc1[nH]c2ccc(C(=O)NCCCN(C)C3CCCCC3)cc2c1C
→ 18.0	0.4
Cc1nc2cc(-c3cccs3)[nH]n2c(=O)c1C
→ 21.8	1.0
Cc1ccc(C(NC(=O)c2ccccc2)C(Cl)Cl)cc1 (stereo unspecified)
→ 24.8	-1.2
C=CCNC(=S)/N=c1/scc(C)n1C
→ 14.8	.
COc1ccc2c(c1)CC/C2=N\OC(=O)c1ccccc1C
→ 33.2	-1.6
COc1cc(CN2CCC(Cc3ccccc3)CC2)cc(OC)c1OC
→ .	-0.4
O=C(COC(=O)c1cc(Cl)ccc1Cl)NCCN1C(=O)CSC1=O
→ 10.3	-1.4
COc1cccc(/C=C2\SC(=S)N(CCC(=O)N3CCCCC3CCO)C2=O)c1 (stereo unspecified)
→ 5.0	-0.8
O=C1c2ccccc2C(O)(c2ncc[nH]2)N1C1CCCCC1 (stereo unspecified)
→ 12.4	0.1
COc1ccc(CNC(=O)c2ccncc2)cc1
→ 7.8	-1.2
Cn1cccc1Cc1nnc(SCC(=O)Nc2ccccc2F)n1CCc1ccccc1
→ 7.2	0.6
CNc1cc(N2CCCC2)ccc1[N+](=O)[O-]
→ 25.0	-0.4
O=C(CCNC(=O)C1CCN(S(=O)(=O)c2ccccc2)CC1)NCc1cccc(C(F)(F)F)c1
→ 11.2	1.1
Cc1ccc(S(=O)(=O)N2CCCC2)cc1C(=O)N1CCC(C)CC1
→ 15.8	0.0
O=C(c1ccc(Oc2ccc([N+](=O)[O-])cc2Cl)cc1)N1CCCC1
→ 30.7	0.3
COc1ccc(N2CC(C(=O)Nc3cccc(S(=O)(=O)N4CCCC4)c3)CC2=O)c(OC)c1 (stereo unspecified)
→ 24.2	.
COc1ccc(-n2c(C)ccc2C)c([N+](=O)[O-])c1
→ 30.5	-0.4
CCOc1ccccc1NC(=O)c1oc2ccccc2c1NC(=O)C1CCCO1 (stereo unspecified)
→ 0.8	-1.2
O=C(NCc1ccccn1)C(=O)NCC1OCCN1S(=O)(=O)c1ccc(F)cc1 (stereo unspecified)
→ 10.6	-1.0
CCn1nnnc1SCC(=O)NNC(=O)C1CCCCC1
→ 8.3	-0.2

As a short view, some entries already given.
Screens in order – OX1R antag	STK33 kinase inh
COc1ccc(CNC(=O)c2ccncc2)cc1
→ 7.8	-1.2
Cn1cccc1Cc1nnc(SCC(=O)Nc2ccccc2F)n1CCc1ccccc1
→ 7.2	0.6
CNc1cc(N2CCCC2)ccc1[N+](=O)[O-]
→ 25.0	-0.4
O=C(CCNC(=O)C1CCN(S(=O)(=O)c2ccccc2)CC1)NCc1cccc(C(F)(F)F)c1
→ 11.2	1.1

Source: PubChem
